# Polio RdRp inh = inhibitors of poliovirus RNA polymerase binding and polymerization. P03300. poliovirus polymerase elongation, fluorescence polarization; hits give low values. % elongation, % (compound at 16.7 µg/mL). actives 0.66% (n = 150,000); in the data active = % elongation below about 90%; also: some results filed as inactive read as strong as hits
# Target sequence (P03300 1749-2209 limits assumed): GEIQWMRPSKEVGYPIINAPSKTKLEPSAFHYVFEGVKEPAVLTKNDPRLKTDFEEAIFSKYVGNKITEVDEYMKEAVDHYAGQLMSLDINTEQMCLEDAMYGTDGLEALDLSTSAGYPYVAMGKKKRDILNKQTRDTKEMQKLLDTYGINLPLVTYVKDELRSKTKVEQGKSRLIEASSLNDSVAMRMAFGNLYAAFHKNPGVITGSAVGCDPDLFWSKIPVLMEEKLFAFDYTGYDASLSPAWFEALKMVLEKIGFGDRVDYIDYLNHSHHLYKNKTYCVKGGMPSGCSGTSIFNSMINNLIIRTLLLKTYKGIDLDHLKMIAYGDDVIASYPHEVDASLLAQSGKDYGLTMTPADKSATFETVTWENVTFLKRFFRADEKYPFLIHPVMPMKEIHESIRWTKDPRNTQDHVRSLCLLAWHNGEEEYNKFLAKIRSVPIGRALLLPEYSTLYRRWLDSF
# Polio RdRp inh FP z-score = recorded beside Polio RdRp inh, whose call it bears; z-score; measured here: FP z-score; hits read low
# The depositor's hits bear a star.
SMILES,Polio RdRp inh,Polio RdRp inh FP z-score
CNC(=O)Cn1c(=O)c2cccn2c2cccnc21,103,0.4
COc1ccc2c(c1)c(=O)c(C(=O)c1ccc(Cl)cc1)cn2CC(=O)Nc1ccc2c(c1)OCCO2,108,0.4
Cc1cnc(N2CCN(NC(=S)Nc3cccnc3)CC2)c(Cl)c1,109,0.7
COc1ccc(OC)c(-c2noc(CSc3nnc(Cc4ccccc4)n3-c3cccc(C)c3)n2)c1,113,1.3
COc1ccc(Cl)cc1NC(=O)c1c(C(=O)Nc2cccc(C)c2C)sc2nc(C)cc(=O)n12,104,-0.7
Cc1cccc(OC(=O)CSc2nnc(CNC(=O)c3ccccc3)o2)c1C,92,-2.6
Cc1ccc(Cc2c(C)nc(NCc3ccccc3)[nH]c2=O)cc1,102,-0.1
Cc1ccccc1C(=O)NCCc1ccc(S(N)(=O)=O)cc1,107,0.6
Cc1ccc2cccc(NC(=O)c3ccc(C#N)cc3F)c2n1,105,0.1
Cc1cc(C(=O)N2CCCC2)on1,101,0.3
CCOC(=O)c1ccc(OC(=O)CCCCCN=C(N)N)cc1,97,-1.4
CCOC(=O)c1c(CNC(=O)c2ccc(N3CCOCC3)nc2)c(C)n(C2CC2)c1C,104,1

# Reprinted from the part before: 2 entries, followed by the next part.
SMILES,Polio RdRp inh,Polio RdRp inh FP z-score
CCOC(=O)c1ccc(OC(=O)CCCCCN=C(N)N)cc1,97,-1.4
CCOC(=O)c1c(CNC(=O)c2ccc(N3CCOCC3)nc2)c(C)n(C2CC2)c1C,104,1
CC(C)NC(=O)CSc1ccc2c(c1)OCCO2,106,0.7
Cc1cc(=O)c2c(=O)oc3ccccc3c2o1,99,-1.1
CCn1c(O)c(N=O)n(CC)c1=S,102,0.3
COc1ccc(OCC(NC(=O)Cn2nc(C)c3ccccc3c2=O)C(C)C)cc1 (configuration not stated),102,0.3
COc1ccccc1NC(=O)CSC1=Nc2ccccc2C2=NC(CCC(=O)NCc3cccs3)C(=O)N12 (configuration not stated),111,0.8
CC1CN(c2ccc(C(F)(F)F)cn2)CC(C)O1 (configuration not stated),101,-0.5
COc1cc(C2Nc3ccccc3-c3nnc(SCc4ccc(C)cc4)nc3O2)cc(OC)c1O (configuration not stated),104,-0.4
Cc1ccc(S(=O)(=O)/C=C2\NC(=O)CS2)cc1,103,0.4
Cc1cccc(-c2noc(C3CC(=O)N(c4ccc5c(c4)OCCO5)C3)n2)c1 (configuration not stated),111,1.4
Cc1cccc(N2CCN(C(=O)Cn3ncc4c3-c3cc(C)ccc3OC4)CC2C)c1 (configuration not stated),105,0.1
Cc1cccc(C(=O)OCc2cc(=O)n3nc(C4CCCCC4)sc3n2)c1,110,0.7
COc1ccc(-n2nc(C(=O)NCCc3ccc(Cl)cc3)c3c4ccccc4n(C)c3c2=O)cc1,115,2.1

# Whole records as entered above. Values in the order: Polio RdRp inh, Polio RdRp inh FP z-score
# CC1CN(c2ccc(C(F)(F)F)cn2)CC(C)O1 (configuration not stated) as listed: 101, -0.5
# Cc1cnc(N2CCN(NC(=S)Nc3cccnc3)CC2)c(Cl)c1 as listed: 109, 0.7
# CCOC(=O)c1c(CNC(=O)c2ccc(N3CCOCC3)nc2)c(C)n(C2CC2)c1C as listed: 104, 1
# COc1ccc(-n2nc(C(=O)NCCc3ccc(Cl)cc3)c3c4ccccc4n(C)c3c2=O)cc1 as listed: 115, 2.1

# (listing goes on)
SMILES,Polio RdRp inh,Polio RdRp inh FP z-score
N=C1S/C(=C\c2ccco2)C(=O)N1c1ccc(Oc2ccccc2)cc1,101,0.3
Cc1ccc2c(c1)C(c1ccc(F)cc1)N(C(=O)c1ccc(S(=O)(=O)N3CCCCC3)cc1)CC(=O)N2 (configuration not stated),101,-0.4
Cc1ccc(O)c(NC(=O)c2ccc(Br)c(S(=O)(=O)N3CCCCC3)c2)c1,104,-0.1
CCOc1ccc(-n2c(SCC(=O)N3CCCC3)nc3c([nH]c4ccccc43)c2=O)cc1,107,0
CSc1nnc(-c2ccccc2NC(=O)c2ccccc2)c(=O)[nH]1,104,0.7
O=C(NCC1COC2(CCCC2)O1)C1CC1 (configuration not stated),102,0.1
CCc1cccc(NS(=O)(=O)c2c(C)nc3sc(CC)nn3c2=O)c1,108,1
CCOc1ccc(-c2nc(CSCC(=O)NCCc3ccc(OCC)c(OCC)c3)c(C)o2)cc1,101,-0.8
COc1ccc2c(=O)/c(=C/c3ccc4c(c3)OCO4)oc3cccc1c32,104,0.5
CCOC(=O)Oc1ccc2c(c1)C(C)=CC(C)(C)N2C(=O)OCC,103,0.2
COc1ccc(Cl)cc1N1Cc2cc(C)c(C)cc2C1,105,0.5
Cn1c(=O)oc2cc(S(=O)(=O)N3CCCC(C(=O)NCCc4ccc(Cl)cc4)C3)ccc21 (configuration not stated),112,1.1
CCn1nc(-c2ccccc2)c(-c2ccccc2)c(C(=O)Nc2ccc(NC(C)=O)cc2)c1=O,111,1.2
Cc1ccc(NC(=O)CCS(=O)(=O)c2ccc3c(c2)n(C)c(=O)c(=O)n3C)cc1,100,-0.4
CN(C1CCCCC1)C(c1ccc(F)cc1)c1nnnn1C1CCCCC1 (configuration not stated),101,-0.1
S=C(NCCN1CCOCC1)N1CCN(c2cccc(Cl)c2)CC1,95,-0.6
Nn1c(Cc2ccccc2)nc2cc(Cl)ccc2c1=O,102,0.2
O=S(=O)(NCCc1csc2nc(-c3ccccc3)nn12)c1ccccc1,101,-0.5
C=COc1ccc(N)cc1,99,-0.8
COc1cccc(-c2cc(C(=O)Nc3ccc(OC)cc3OC)no2)c1,104,0.1
COc1ccc(OC)c(NC(=O)CS(=O)(=O)c2cccc3nsnc23)c1,103,0.5
C/C(=N\NC(=O)c1ccc(O)cc1)c1ccc(S(=O)(=O)NCc2ccco2)cc1,103,-0.1
Cc1nn(Cc2ccccc2Cl)c2sc(C(=O)N3CCc4ccccc43)cc12,100,-0.3
Nn1c(-c2ccco2)n[nH]c1=S,106,0.4

# Pulled one by one from the list above (6):
SMILES,Polio RdRp inh,Polio RdRp inh FP z-score
CN(C1CCCCC1)C(c1ccc(F)cc1)c1nnnn1C1CCCCC1 (configuration not stated),101,-0.1
COc1ccc(OC)c(NC(=O)CS(=O)(=O)c2cccc3nsnc23)c1,103,0.5
S=C(NCCN1CCOCC1)N1CCN(c2cccc(Cl)c2)CC1,95,-0.6
Cc1nn(Cc2ccccc2Cl)c2sc(C(=O)N3CCc4ccccc43)cc12,100,-0.3
Nn1c(Cc2ccccc2)nc2cc(Cl)ccc2c1=O,102,0.2
C/C(=N\NC(=O)c1ccc(O)cc1)c1ccc(S(=O)(=O)NCc2ccco2)cc1,103,-0.1

# Later entries:
SMILES,Polio RdRp inh,Polio RdRp inh FP z-score
CC(=O)O/N=C/c1ccc2c(c1)CCO2,102,-0.1
Cc1cccc(N2C(=O)CSC23C(=O)N(Cc2cccc(C(F)(F)F)c2)c2ccccc23)c1 (configuration not stated),109,0.4
O=C(CC1N=C2c3ccccc3N=C(SCc3ccccc3F)N2C1=O)NCCc1ccccc1 (configuration not stated),110,0.8
S=C(NC1CC2CCC1C2)NN1C2CSC1CS2 (configuration not stated),101,-0.4
CCc1ccc(OCC(=O)N(Cc2ccco2)Cc2ccco2)cc1,111,0.6
CCCn1c(SCc2csc(-c3ccccc3)n2)n[nH]c1=O,100,-0.3
COc1ccc(NC(=O)c2sc3nc[nH]c(=O)c3c2C)cc1,104,-0.8
CSc1ccc(CN2CCN(C(=O)COc3ccc(C)cc3)CC2)cc1,99,-1.8
CN1CCN(c2ccc(NC(=O)CCN3C(=O)CSc4ccccc43)cc2)CC1,100,-0.3
CCc1ccc(NC(=O)C2CCCN2S(=O)(=O)c2cccc3nsnc23)cc1 (configuration not stated),107,0.6
COc1ccc(-n2c(C)nnc2SCc2nc(-c3ccc(OC)c(OC)c3)no2)cc1,114,2
O=C(NCc1ccc(F)cc1)c1cc(C2CC2)on1,100,-0.3
CCOC(=O)CCc1c(C)c2cc(Cl)c(OCC(N)=O)cc2oc1=O,100,0.1
COc1ccc(CNC(=O)c2ccc(Sc3ccc(Cl)cc3)c(NC(C)=O)c2)c(OC)c1,103,-1.9
COC(=O)c1cc(C(=O)OC)n(Cc2ccc(Cl)cc2Cl)n1,101,-0.1
CCCCN(CC)C(=O)C1CCC(CNS(=O)(=O)c2cccc3nsnc23)CC1 (configuration not stated),102,-0.9
CC(C)(C)NC(=O)c1cccc(S(=O)(=O)N2CCCC2)c1,100,-0.7
Clc1ccc(CNc2ccc3c(c2)OCCO3)c(Cl)c1,102,-0.2
CC(CNC(=O)C1CCN(S(=O)(=O)c2ccc3c(ccn3C)c2)CC1)c1ccccc1 (configuration not stated),106,-0.1
O=C(/C=C/c1ccccc1)Nc1ncn[nH]1,103,0.8
COCCCn1c(=C(C#N)C#N)s/c(=C/c2ccncc2)c1=O,104,0.1
C=CCNC(=O)C(C)Sc1nnc2c(n1)[nH]c1ccccc12 (configuration not stated),102,0.1
Cc1nc(SCC(=O)N(C)c2ccccc2)nc(C)c1C,104,0.1
O=C(NCc1ccccc1)/C(=C/c1ccco1)NC(=O)c1ccco1,104,0.6
O=C(c1ccccc1S(=O)(=O)NCc1ccccc1)N1CCCC1,102,0.1
COc1ccc(OCC(=O)N2CCN(c3ccccc3)CC2)cc1,108,0.8
CCn1c(=O)c2sccc2n2c(CCCC(=O)N3CCN(c4ccccc4)CC3)nnc12,101,0
O=C(NCc1ccco1)c1ccc(Cn2c(SCc3ccccc3)nc3cccnc32)cc1,109,-0.1
COc1ccc(S(=O)(=O)Nc2cccc(-c3ccc(N4CCCCCC4)nn3)c2)cc1F,111,1.2
N#CCC(=O)c1ccc(Br)cc1,101,0.2
CC(C)(C)c1ccc(-c2noc(-c3ccccc3)n2)cc1,103,1.4
Cc1ccc(-n2c3c4c(nc(N5CCOCC5)c(C#N)c4c(C#N)c2=S)NC2(CCCCC2)N3)cc1,102,0
CCOCc1c[nH]c(=O)[nH]c1=O,101,-0.1
O=C(NC12CC3CC(CC(C3)C1)C2)c1ccco1,100,-0.4
O=C(NC1(C(F)(F)F)C(=O)Nc2c1c(=O)[nH]c(=O)n2CCc1ccccc1)c1ccc(Cl)cc1 (configuration not stated),109,1.1
O=C1CCC(C(=O)Nc2nnc(Cc3ccccc3)s2)=NN1,103,0
Cc1ccc(C(=O)NC2CCOc3ccccc32)o1 (configuration not stated),105,-0.1
Cc1cc(Nc2ncc(Cl)cc2Cl)n[nH]1,101,0
CC(C)CCN1C(=O)CC(N2CCN(S(=O)(=O)c3cccc(Br)c3)CC2)C1=O (configuration not stated),106,0.8
CCOC(=O)C1=C(C)NC(C)=CC1=C(C#N)C#N,103,0.3
CCC(=O)Nc1cccc(-c2nc3cc(C)ccc3o2)c1,108,0.6
Cc1noc(C)c1COc1ccc(C(=O)OC(C)C(=O)Nc2ccc(S(=O)(=O)N3CCOCC3)cc2)cc1 (configuration not stated),98,0
COc1ccc(CSCC(=O)NCCN2CCOCC2)cc1,100,-0.8
COc1cccc(NC2=Nc3cccc4cccc2c34)c1,112,1.6
CCOc1ccc(S(=O)(=O)NCCc2csc3nc(-c4cccc(C)c4)nn23)cc1,112,0.9
Cc1ccc(CCNC(=O)c2c(C)nn(-c3ccc(F)cc3)c2-n2cccc2)cc1,110,0.5
CCOc1cc(C2NC(=O)c3c(sc4c3CCN(C)C4)N2)ccc1OC(=O)c1ccc(Br)cc1 (configuration not stated),105,0.5
COc1cccc(CNC(=O)CSc2ccc(-c3sc(-c4ccccc4)nc3C)nn2)c1,108,0.2
COc1ccc(C2=NN(C(C)=O)C(c3ccccc3)C2)cc1OC (configuration not stated),101,-0.3
[N-]=[N+]=CC(=O)OCC(N)C(=O)O (configuration not stated),99,0.2
O=C(Nc1ccc2nc(CN3CCCCC3)[nH]c2c1)c1cccs1,103,0.2
COc1cc(C2c3c(oc4ccccc4c3=O)C(=O)N2CCCOC(C)C)cc(Br)c1O (configuration not stated),100,-0.5
O=C(O)c1ccc(CNCc2ccc(F)cc2)s1,100,-0.8
CCOc1ccccc1NC(=O)c1c(NC(=O)C(C)Oc2ccc(Cl)cc2)sc2c1CCCCC2 (configuration not stated),104,0.2
C=CCSc1nc2c(c(=O)[nH]1)C(c1ccncc1)C(C(=O)OC)=C(C)N2 (configuration not stated),100,-0.4
CC(=O)c1cccc(NC(=O)c2nc(-c3ccccc3)n(-c3cccc(Cl)c3)n2)c1,108,0.1
Cc1cccc(NC(=O)c2cc3ccccc3oc2=O)c1,105,0.2
CCCN=Cc1c(O)n(C2CCCCC2)c(=O)n(C2CCCCC2)c1=O,103,0.9
CS(=O)(=O)N(CC(=O)N1CCCC1)c1ccc2c(c1)OCO2,103,0.8
Cc1onc(-c2c(Cl)cccc2Cl)c1CSc1nncn1C(C)(C)C,95,-1.3

# Laid out differently: entries from further up
O=C(Nc1ccc2nc(CN3CCCCC3)[nH]c2c1)c1cccs1
  Polio RdRp inh: 103 | Polio RdRp inh FP z-score: 0.2
Cc1cccc(NC(=O)c2cc3ccccc3oc2=O)c1
  Polio RdRp inh: 105 | Polio RdRp inh FP z-score: 0.2

# Later entries:
SMILES,Polio RdRp inh,Polio RdRp inh FP z-score
O=C(NCCC1=CCCCC1)c1ccc2c(c1)ncn2-c1ccc(F)c(F)c1,102,-0.3
CCCCn1c(SCC(=O)NCc2ccc(C)cc2)nc2c(sc3ccccc32)c1=O,107,0.1
CCCn1c(SCC(=O)NCc2ccc(Cl)cc2)n[nH]c1=O,103,0.2
CC(=O)Nc1ccc(Oc2ccccc2)cc1,102,-0.2
Cn1cc(S(=O)(=O)N2CCCCC2)cc1C(=O)Nc1cccc(C#N)c1,108,0.4
COc1ccc(NC(=O)c2cnn(-c3ccc(C)cc3)c2-n2cccc2)cc1Cl,109,0.4
CCCN1CNc2c(c(=O)n(C)c(=O)n2C)C1,102,0.5
O=C(O)c1ccccc1COc1ccccc1Cl,100,0
O=C1NC(=Nc2ccccc2)c2ccccc21,102,-0.1

# High-throughput results (PubChem)

# A portion of the library; rates above refer to the full screens.
